# FBW7 activator = human FBW7 E3 ligase activation, primary screen; Q969H0; AlphaScreen FBW7–phospho-cyclin E peptide binding, activator screen; normalized activity (activation), % at 26.1 µM; actives 0.13% (n = 650,000); AID 1259310; in the data active means normalized activity above about 1.9%;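 further: purified mutant Fbw7 with reduced substrate affinity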
# Target sequence (Q969H0 whole entry, looked up): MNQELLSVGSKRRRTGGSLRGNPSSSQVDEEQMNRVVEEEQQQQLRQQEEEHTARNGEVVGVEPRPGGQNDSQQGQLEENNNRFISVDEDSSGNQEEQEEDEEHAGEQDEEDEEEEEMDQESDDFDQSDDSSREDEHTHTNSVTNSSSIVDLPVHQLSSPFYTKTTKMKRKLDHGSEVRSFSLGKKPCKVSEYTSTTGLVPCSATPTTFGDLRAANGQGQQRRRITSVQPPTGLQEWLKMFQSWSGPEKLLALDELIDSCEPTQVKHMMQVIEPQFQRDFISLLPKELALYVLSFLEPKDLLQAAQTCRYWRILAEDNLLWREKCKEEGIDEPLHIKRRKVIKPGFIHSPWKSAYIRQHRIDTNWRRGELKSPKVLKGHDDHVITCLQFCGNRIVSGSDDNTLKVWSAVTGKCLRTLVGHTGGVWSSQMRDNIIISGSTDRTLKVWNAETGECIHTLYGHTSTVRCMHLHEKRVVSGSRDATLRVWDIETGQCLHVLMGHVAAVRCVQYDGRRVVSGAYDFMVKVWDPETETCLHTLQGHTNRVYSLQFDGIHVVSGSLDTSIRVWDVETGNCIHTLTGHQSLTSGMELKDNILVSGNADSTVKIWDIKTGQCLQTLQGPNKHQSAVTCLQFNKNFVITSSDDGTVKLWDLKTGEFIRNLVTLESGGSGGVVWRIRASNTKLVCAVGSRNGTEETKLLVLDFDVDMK
# TEAD-YAP inh = TEAD-YAP interaction inhibition. HEK-TIYL cells, TEAD-Gal4/YAP UAS-luciferase luminescence. actives 1.4% (n = 640,000). inhibition, % at 9.12 µM. AID 1259422; in the data active means inhibition above about 32%;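 further: 0% = median of test compound wells and 100% = reference inhibitor wells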
# MITF inh = blocks human microphthalmia-associated transcription factor; actives 0.91% (n = 650,000); O75030; inhibition, % at 2.6 µM; AlphaScreen MITF homodimerization, bead proximity signal; in the data active means inhibition above about 50%;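 further: 0% = vehicle wells with protein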
# GPR151 ag = human GPR151 activation | actives 1% (n = 650,000) | AID 1508602 | activation, % at 11.2 µM | PathHunter beta-arrestin GPR151 cells, luminescence; in the data active means activation above about 4.9%;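 further: 0% = median of compound wells and 100% = cells with positive control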
# Target sequence (Q8TDV0 whole entry, looked up): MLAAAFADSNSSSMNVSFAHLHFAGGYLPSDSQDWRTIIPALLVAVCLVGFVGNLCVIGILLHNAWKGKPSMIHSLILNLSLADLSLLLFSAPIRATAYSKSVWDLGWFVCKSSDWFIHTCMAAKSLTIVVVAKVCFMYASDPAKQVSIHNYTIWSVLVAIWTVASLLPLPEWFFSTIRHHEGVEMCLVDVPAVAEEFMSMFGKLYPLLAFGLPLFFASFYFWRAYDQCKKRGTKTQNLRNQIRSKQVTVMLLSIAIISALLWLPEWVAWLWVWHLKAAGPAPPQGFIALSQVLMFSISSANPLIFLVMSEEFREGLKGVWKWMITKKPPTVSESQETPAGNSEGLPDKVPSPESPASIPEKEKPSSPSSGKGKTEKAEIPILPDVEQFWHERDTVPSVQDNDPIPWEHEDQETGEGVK
# The depositor's hits bear a star; & = joins results of further samples.
SMILES,FBW7 activator,TEAD-YAP inh,MITF inh,GPR151 ag
COc1ccc(C[C@@H]2NC(=O)[C@H]3CN(Cc4nc(-c5ccc(F)cc5)cs4)CCN3C2=O)cc1,-0.3,5,11,-1.6
CCN(CC)CCOC(=O)C(Cc1cccc2ccccc12)CC1CCCO1 (configuration not stated),-0.1&-0.1,5,27&8,0.6&0.1
O=S(=O)(Nc1cc(Cl)c(O)c2ccccc12)c1cccs1,-0.2,0,7,0.4
CCc1nc(SCC(N)=O)c(C#N)cc1C,0.0,-5,-5,-0.4
O=C(CSc1ccccc1)NCc1nc(-c2ccccc2)no1,-0.1,-7,-7,-1.5
Cc1ccc(C(=O)NC(N=C=S)C(Cl)Cl)cc1 (configuration not stated),0.0,10,-14,-1.3
c1ccc2c(-c3cc(NC4CC4)ncn3)csc2c1,0.5,35*,13,-0.8
CCCOc1ccc(/C=N/Nc2nc(C)cc(=O)[nH]2)c(O)c1,-0.8,86*,34,1.8
Cc1cccc(NC(=O)CN2C(=O)S/C(=C\c3ccc(O)c([N+](=O)[O-])c3)C2=O)c1,-0.1,6,12,1.0
COc1cccc(NC(=S)NCc2cccs2)c1,-0.1,-31,-14,-1.4
CC(NS(C)(=O)=O)C(c1cccs1)N1CCN(c2ccccc2F)CC1 (configuration not stated),0.1,11,5,1.5
Cc1cc(C)nc(SCC(=O)OCC(=O)Nc2cccc3ccccc23)n1,0.2,-11,4,2.2
Cc1nn(C(=O)N2CCOCC2)c(C)c1CN1C(=O)c2ccccc2C1=O,0.3,2,7,-0.9
COc1cc(C2CC(=O)N3CN(Cc4ccccc4)CSC3=C2C#N)ccc1O (configuration not stated),0.3,0,13,0.0
Cc1cc(Cl)ccc1OCC(=O)Nc1nc(-c2ccc(Br)cc2)cs1,0.3,-1,-6,-1.3
CCOC(=O)C1=C(CN2CCC(C(N)=O)CC2)NC(=O)NC1c1ccc(F)cc1 (configuration not stated),-0.2,5,-4,-0.1
CCCC(=O)Nc1nnc(SCC(=O)Nc2nccs2)s1,0.1,4,14,0.7
CCN(CC)S(=O)(=O)c1cc(C(=O)Nc2ccc(Cl)cn2)ccc1OC,0.1,-2,-2,1.4
O=C(O)c1cc([N+](=O)[O-])c(-n2nnc3ccccc32)c([N+](=O)[O-])c1,0.0,5,9,-0.1
O=[N+]([O-])c1ccccc1NC1=NS(=O)(=O)c2ccccc21,0.0,-1,-3,3.7
Cc1ccc(NC(=O)CC(NCC(C)C)C(=O)O)cc1 (configuration not stated),0.1,1,-16,-0.6
COc1ccc(C(=O)CN(C(=O)c2ccc([N+](=O)[O-])cc2)N2C(=O)CCC2=O)cc1,0.2,-7,8,-0.1
COc1ccccc1C(=O)N1CC(=O)Nc2ccc(C)cc2C1c1ccc(F)cc1 (configuration not stated),0.3,3,11,1.3
COc1ccc(NC(=O)CN2CCCCCC2)cc1,0.1,-15,32,1.5
c1ccc(Nc2ccnc(Nc3ccncc3)n2)cc1,-0.1,-14,12,0.0

# Record cards (already shown). Values in the order: FBW7 activator, TEAD-YAP inh, MITF inh, GPR151 ag
# CCCC(=O)Nc1nnc(SCC(=O)Nc2nccs2)s1 across the screens: 0.1, 4, 14, 0.7
# CCOC(=O)C1=C(CN2CCC(C(N)=O)CC2)NC(=O)NC1c1ccc(F)cc1 (configuration not stated) across the screens: -0.2, 5, -4, -0.1

# Retrieved one by one from the list above (seven):
SMILES,FBW7 activator,TEAD-YAP inh,MITF inh,GPR151 ag
CC(NS(C)(=O)=O)C(c1cccs1)N1CCN(c2ccccc2F)CC1 (configuration not stated),0.1,11,5,1.5
COc1cc(C2CC(=O)N3CN(Cc4ccccc4)CSC3=C2C#N)ccc1O (configuration not stated),0.3,0,13,0.0
Cc1cc(Cl)ccc1OCC(=O)Nc1nc(-c2ccc(Br)cc2)cs1,0.3,-1,-6,-1.3
COc1cccc(NC(=S)NCc2cccs2)c1,-0.1,-31,-14,-1.4
COc1ccc(C(=O)CN(C(=O)c2ccc([N+](=O)[O-])cc2)N2C(=O)CCC2=O)cc1,0.2,-7,8,-0.1
Cc1cccc(NC(=O)CN2C(=O)S/C(=C\c3ccc(O)c([N+](=O)[O-])c3)C2=O)c1,-0.1,6,12,1.0
c1ccc2c(-c3cc(NC4CC4)ncn3)csc2c1,0.5,35*,13,-0.8

# The listing continues.
SMILES,FBW7 activator,TEAD-YAP inh,MITF inh,GPR151 ag
CS(=O)(=O)C1=NN2C(=N)/C(=C\c3ccc(Br)o3)C(=O)N=C2S1,-0.3,-10,79*,2.5
CS(=O)(=O)Nc1nc2ccc(S(C)(=O)=O)cc2s1,0.0,2,-4,0.7
CCOc1ccc2nc(SC3CCOC3=O)sc2c1 (configuration not stated),0.1,0,-4,-0.6
CC(=O)c1ccc(OCc2cc(C(=O)N(Cc3ccncc3)CC3CCCO3)no2)cc1 (configuration not stated),-0.2,16,15,2.8
Cc1oc(-c2ccc(Cl)cc2)nc1CN1CCC(C(=O)N2CCN(C)CC2)CC1,-0.1,-14,1,-1.5
N#CCCN(CCC#N)S(=O)(=O)c1ccc([N+](=O)[O-])cc1,-0.2,6,9,-0.7
c1ccc(CNc2nc(Nc3ccc(-n4ccnc4)cc3)nc3c2ncn3-c2ccsc2)cc1,-0.1,2,9,4.8
Cc1oc2cc3oc(=O)c(C)c(C)c3cc2c1C,-0.1,-5,3,1.6
CC1=C(C(=O)NCc2ccccn2)C2(CCC(C)CC2)OC1=O (configuration not stated),0.0,-19,6,1.6
COC(=O)C(N)C12CC3CC(CC(C3)C1)C2 (configuration not stated),0.0,4,8,-0.5
Cc1ccc2c(c1)N(CC(=O)N(Cc1ccc3c(c1)OCO3)Cc1ccccn1)C(=O)CO2,-0.1,17,2,-0.2
COC(=O)C(Cc1c[nH]c2ccccc12)NS(=O)(=O)c1ccc(Cl)cc1 (configuration not stated),0.1,0,-9,0.0
CC(C)n1cnc2c(NCCO)nc(Nc3ccc(-n4ccnc4)cc3)nc21,0.0,-1,8,5.4*
O=C(Nc1cccc(Cl)c1)C1CC(=O)N(c2ccc(Br)cc2)C1 (configuration not stated),0.0,-2,-9,0.1
CCOc1ccc(C2=CC(C3CC3)=C(C#N)C(=C(C#N)C#N)N2)c(OCC)c1,0.8,0,16,-0.7
C=CCn1c(=O)c(C(=O)Nc2ccc(OCCC)cc2)c(O)c2ccccc21,-0.1,-2,-3,-0.9
COc1cc(C2NC(=O)NC(C)=C2C(=O)OC(C)(C)C)ccc1O (configuration not stated),-0.2,-12,-13,2.2
Cc1c(NC(=O)C(F)F)cc([N+](=O)[O-])cc1NC(=O)C(F)F,-0.1,-2,14,-1.3
NC(CC(=O)O)c1cccs1 (configuration not stated),0.2,0,1,1.0
CCCN1CCC(N(C(=O)Nc2ccccc2C(=O)NCc2ccccc2)C2CC2)CC1,0.0,-2,-5,1.9
Cc1nonc1C(=O)NCC1CC(Cc2ccc(F)cc2)=NO1 (configuration not stated),-0.8,0,3,2.5
Cc1cccc(CCn2c(=O)c3ccccc3n(CC(=O)NCc3ccco3)c2=O)c1,0.7,5,16,0.2
CCOc1ccc(N2C(=O)C3C4c5ccccc5C(CO)(c5ccccc54)C3C2=O)cc1 (configuration not stated),-0.2,1,3,1.5
CC(C)C(=O)NCCc1nnc2n1CCN(C(=O)Cc1cscn1)CC2,-0.1,-1,5,-1.0
CCOC(=O)N1CCN(C(=O)c2noc3c2COc2ccccc2-3)CC1,1.0,-18,9,-1.5
# The list goes on:
SMILES,FBW7 activator,TEAD-YAP inh,MITF inh,GPR151 ag
Cc1ccc(N2C(c3ccc(N(C)C)cc3)C(=O)C2N2C(=O)c3ccccc3C2=O)cc1 (configuration not stated),0.6,-1,23,8.4*
CCOc1ccccc1NS(=O)(=O)c1c[nH]c(=O)[nH]c1=O,0.0,9,-5,-1.2
COCC1CCCN1C(=O)c1cnc2sccn2c1=O (configuration not stated),-0.4,2,13,-1.0
O=C(NCC1CCN(C(=O)c2cccc(F)c2)CC1)c1cccc(F)c1,0.1,2,24,1.5
O=C(COC(=O)c1cc(-c2ccccc2)nc2ccccc12)c1ccc([N+](=O)[O-])cc1,-0.4,-5,8,-0.1
CN(C)CCCN(C(=O)COc1ccc(Cl)cc1)c1nc2ccccc2s1,-0.1,0,-2,-0.4
COC(=O)C1=C(N)OC2=C(C(=O)CC(c3ccccc3)C2)C1c1ccc(Cl)cc1 (configuration not stated),0.0,-7,2,3.0
COc1ccc(C2=CSC3=NNC4(CCCCC4)NN23)cc1,-0.1,-22,10,0.3
CCCn1nnnc1SCC(=O)N1CCCCC1,0.0,-10,-5,0.2
COc1ccc(-n2nc3ccc(NC(=O)COc4ccc(I)cc4)cc3n2)cc1,-0.1,5,24,1.3
C/C(CC(=O)Nc1cc(C)ccn1)=N\NC(=O)COc1ccc(Cl)cc1Cl,-0.7,7,-6,0.2
CCOC(=O)c1c(CSc2ccccc2)n(-c2ccccc2)c2cc(Br)c(OC(C)=O)cc12,-0.1,4,1,0.0
CCS(=O)(=O)NCCNc1ccc([N+](=O)[O-])cc1,-0.2,4,-1,0.0
O=C(Nc1ccc2c(c1)CCC2)c1ccc2c(=O)n(CC3CCCO3)c(=S)[nH]c2c1 (configuration not stated),0.0,5,-4,1.3
O=C(NCc1cccnc1)c1ccnc(Nc2ccc(-n3ccnc3)cc2)c1,-0.1,-7,7,-2.7
Cc1cccc(N2CCN(c3cc(NCCCO)c([N+](=O)[O-])c4nonc34)CC2C)c1 (configuration not stated),-0.2,2,-6,-1.0
COc1ccccc1OCCNS(=O)(=O)c1ccc(Br)c(C)c1,0.2,-2,5,0.8
O=C1C(=O)N(CCO)C(c2ccc3c(c2)OCO3)/C1=C(/O)c1ccc(Br)cc1 (configuration not stated),0.1,-5,-3,0.0
OCCNCCOc1ccc(OCc2ccccc2)cc1,0.1,-46,10,-3.6
CCOc1cc(/C=N/N2C(=O)C3C4C=CC(C5CC45)C3C2=O)cc([N+](=O)[O-])c1O (configuration not stated),0.0,-4,16,0.9
COC(=O)c1ccc(/C=N/NC(=O)c2cncc(Br)c2)cc1,-0.1,-2,1,0.7
CCC(C)c1c(O)nc(SCC(=O)Nc2ccccc2)[nH]c1=O (configuration not stated),-0.2,-3,-12,-0.2
CCOC(=O)c1ccc2c(=O)n(Cc3ccccc3)c(SCC(=O)C(C)(C)C)nc2c1,0.3,4,15,0.4
Cc1c(C(=O)NCCCn2ccnc2)oc2ccccc12,-0.1,-5,-2,-0.3
Cc1cccc(-c2noc(-c3ccc(C)c([N+](=O)[O-])c3)n2)c1,-0.1,-6,6,0.8
# Other compounds follow:
SMILES,FBW7 activator,TEAD-YAP inh,MITF inh,GPR151 ag
Cc1nc2ccc(C(=O)Oc3ccc(Cl)cc3)cc2nc1C,-0.2,16,5,-0.9
Cc1cc(C)nc(Nc2n[nH]c(-c3ccccc3)n2)n1,-0.1,-37,9,-0.1
COC(=O)c1ccc(/C=c2\sc3nnc(-c4ccccc4)n3c2=O)cc1,0.1,12,10,-0.6
C/C=C/C=C/C(=O)Nc1cccc(C)c1N1CCC2(CC1)OCCO2,-0.1,-8,-12,-0.1
COc1cc(CNCCO)cc(Br)c1OCc1ccccc1Cl,-0.3,-3,-20,0.2
Cc1ccc(S(=O)(=O)C(CNC(=O)c2ccco2)c2ccco2)cc1 (configuration not stated),-0.2,-4,6,-0.2
CCC(=O)Nc1ccc(Nc2cc(OC(C)C)nc(C)n2)cc1,0.0,-8,-1,0.7
O=C1c2ccccc2NC(c2ccc3c(c2)OCO3)N1Cc1ccco1 (configuration not stated),-0.3,6,12,-0.5
COc1cc(NC(=O)c2ccccc2OC)c(OC)cc1Cl,-0.1,-1,-1,-1.1
CC(C)N(CCNC(=O)c1ccc2nc(Nc3cccc(N(C)C)c3)sc2c1)C(C)C,-0.2,-31,2,-3.0
CCOC(=O)CC(=O)N1CCc2nc(-c3ccccn3)nc(N3CCCCCC3)c2C1,-0.6,-2,17,0.1
COCCN1C(=O)c2ccccc2C(C(=O)NCCN(C)C)C1c1c[nH]c2ccccc12 (configuration not stated),-0.1,-10,-5,0.6
Cc1cc(C)c2c(CC(=O)NC3CCCC3)coc2c1,-0.2,-8,-11,-0.1
CCOC(=O)c1nn(CCO)c2c1CN(Cc1cnc(-c3ccccc3)s1)CC2,0.0,-3,-10,2.4
NC(=O)CN1C(=O)/C(=C\c2ccco2)N=C1c1ccccc1,0.9,-4,16,-1.2
O=C(NCCc1ccccc1)c1ccc(-c2ccccc2)[nH]c1=O,0.0,-3,1,0.4
N#C/C(=C\c1cn(Cc2ccc(Cl)cc2Cl)nc1-c1ccccc1)c1nc2ccccc2[nH]1,0.2,8,17,-0.1
CC(=O)NC(=O)c1cc2ccccc2oc1=Nc1ccc(C)cc1,0.0,35*,-10,1.2
COC(=O)C(Cc1c[nH]c2ccccc12)NC(=O)c1cc([N+](=O)[O-])cc([N+](=O)[O-])c1 (configuration not stated),0.2,2,11,-0.7
Cc1cc(C)cc(C(=O)N2CCc3nnc(CNC(=O)c4ccncc4)n3CC2)c1,-0.1,-4,11,1.0
COc1cccc2c(=O)c(CCC(=O)O)c(C)[nH]c12,0.0,9,5,1.4
O=C(NCCc1ccccc1F)c1cnccn1,0.2,30,14,1.0
O=C(c1ccc(Cl)cc1)N1N=C(c2ccc(Br)cc2)CC1c1cn(-c2ccccc2)nc1-c1ccccc1 (configuration not stated),0.0,-11,-5,0.2
COc1cccc(C2NC(=S)NC(C)=C2C(=O)Nc2ccccc2C)c1OC (configuration not stated),-0.1,-10,5,-1.8
COC(=O)Cn1cnc2sc(C)c(S(=O)(=O)N3CCC(C)CC3)c2c1=O,0.0,-7,-2,0.0
CC(=O)Nc1ccc(Nc2nc(N3CCc4ccccc4C3)nc3c2ncn3CCN2CCCC2=O)cc1,-0.1,4,-1,-1.9
